Screens: PubChem, several laboratories
CSM14.1 death rescue: rescue of cells from ER stress-induced death, primary screen, 384-well, CSM14.1, thapsigargin, ATP luminescence (AID 1222); CSM14.1 thapsigargin-induced death rescue, ATP luminescence; higher % means a stronger effect; cellular ATP content (survival), % at 20 µM; hits with a dose series show EC50 in µM; 190,000 tested, under 10 active;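 active = EC50 below 50 µM in the dose-response confirmation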;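 note: death triggered by thapsigargin at about 15 µM added after 2 h compound pretreatment; cell ATP read after overnight thapsigargin exposure of roughly 18 to 22 hours; normalized against plate controls of thapsigargin alone and 5% DMSO vehicle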
Dynein transport: inhibitors of GR-EGFP nuclear translocation, primary screen, dynein cargo transport inhibitor project, imaging, high-content, 3617.4 mouse cells | 220,000 compounds, 0.47% hits | AID 1381, 2008 | test concentration mostly 20 µM; stimulated with dexamethasone, 1 µM; active compounds read low | z-score, hits read low;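 active = plate z-score of nuclear minus cytoplasmic receptor signal below a set negative limit, without overly bright fluorescence or cell loss, cut at about -3.5 in these data, passing the limit was not always enough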;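 note: z-score of nuclear minus cytoplasmic ring GR-EGFP intensity difference per well; some compounds called inactive have numbers as strong as hits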
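Buffer or medium: tetracycline-free induction medium containing charcoal-stripped FBS / Reagent: dexamethasone agonist, 1.0 µM final, for 30 min / Technique: automated 10x imaging of fixed Hoechst-stained cells / Times: induction 48 h, compound 1 h, agonist 30 min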
K1F lysis inhibition: inhibition of K1F phage lysis, E. coli UTI89, bacterial capsule biogenesis inhibitors, alamar blue (AID 488966); E. coli UTI89 K1F phage lysis, alamar blue, 2 h; higher % means a stronger effect; inhibition, % at 100 µM; hits with a dose series show IC50 in µM; 340,000 compounds, 0.02% hits;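 active = phage lysis inhibition, versus mean bacterial control, above a set limit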;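 note: capsule biogenesis inhibitors block K1F phage lysis so surviving cells raise fluorescence; higher fluorescence means more inhibition of phage lysis; actives were called in the ten point dose series up to 300 µM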
Autophagy HCS: autophagy modulators in MEF cells, primary screen, imaging, high-content, MEF GFP-LC3 | MEF GFP-LC3 puncta imaging; test concentration mostly 10 µM | calls only at 10 µM (by protocol) | 190,000 compounds, 0.98% hits | AID 463193, 2010;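 active = percentage of spot-positive cells more than 3 SD above its plate mean, without a fluorescence outlier flag or 80% toxicity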;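 note: spot-positive cell cutoff set from DMSO-treated cells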
MT stabilizer: microtubule stabilizers in HeLa cells, primary screen, imaging, high-content imaging; 200,000 compounds, 0.83% hits; HeLa tubulin immunostaining HCS, 24 h; share of cells brighter than vehicle mean+2SD; % tubulin-high responders, % at 10 µM;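 active = plate Z-score above 3 for both tubulin-high and condensed-nucleus cell shares, with cell loss under 80%, at 10 µM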;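 note: anti alpha tubulin signal scored within the nucleus-defined area of each cell; some results filed as inactive read as strong as hits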
b-catenin transl: modulators of beta-catenin nuclear translocation, primary screen, imaging, HeLa cells, immunofluorescence, high-content | 190,000 compounds, 0.3% hits | nuclear translocation activity, % at 5 µM | AID 1665, 2009;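 active = nuclear translocation activity above 50% at 5 µM, with a well cell count of 50 or more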;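 note: per-cell ratio of nuclear to cytoplasmic median beta-catenin stain intensity; plate controls were DMSO negative control for no effect and GSK-3 inhibitor IX positive control for full effect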
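Signal – beta-catenin immunofluorescence imaging with DAPI · Test system – human HeLa cell line · Dosing – 5 µM primary single dose, 0.1% DMSO, 0.02–20 µM confirmation series · Measure – % activation, nuclear-to-cytoplasmic median beta-catenin signal ratio per cell · Incubation – 24 h compound exposure at 37°C, 5% CO2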
M1AAP inhibition: P. falciparum M1AAP inhibitors, biochemical, fluorogenic H-Leu-NHMec substrate, 1536-well (AID 1445) | 220,000 compounds, 0.42% hits | recombinant M1AAP, H-Leu-NHMec fluorogenic kinetic assay; higher % means a stronger effect | one-dose inhibition, % at 30 µM; IC50 in µM for titrated hits;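 active = primary inhibition above the hit cutoff, then over 50% inhibition at one or more dose response concentrations, cut at about 23% in these data, passing the limit was not always enough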;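 note: plate controls were DMSO full reaction for no effect and no enzyme background for full effect; strong numbers were not always called active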
M17LAP inhibition: P. falciparum M17LAP inhibitors, primary screen, biochemical, fluorogenic H-Leu-NHMec substrate, 1536-well (AID 1619). recombinant M17LAP, H-Leu-NHMec fluorogenic kinetic assay; higher % means a stronger effect. inhibition, % at 30 µM, or IC50 in µM where a hit was titrated. 220,000 compounds, 0.38% hits;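 active = compound inhibiting the enzyme by more than half at any dose during confirmatory dose-response retesting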;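 note: plate controls were full reaction with DMSO carrier for no effect and no enzyme background for full effect; strong numbers were not always called active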
Insulin prom up: insulin promoter activators in MIN6 cells, imaging, high-content screening, mouse beta cells | z-score at 5 µM | 190,000 compounds, 0.3% hits | MIN6 insulin promoter-GFP reporter; active compounds read high | AID 1625, 2009;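 active = z-score above 3 at 5 µM with at least 500 cells counted in the well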
Dynein transport cytoplasmic EGFP: further read-out of Dynein transport, marked with its call; z-score; measured here: cytoplasmic GR-EGFP intensity; active compounds read high
Dynein transport nuclear GR-EGFP: second read-out of Dynein transport, no call of its own (marks repeat the call); z-score; measured here: nuclear GR-EGFP intensity;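 lower value marks the stronger effect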
Dynein transport cell count: also measured in Dynein transport; calls as there; z-score; measured here: cell count per field
Insulin prom up cell count: second read-out of Insulin prom up, no call of its own (marks repeat the call); cell count; measured here: cytotoxicity, nuclei count;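 total cells summed across four imaged fields per well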
b-catenin transl cell count 5 µM: also measured in b-catenin transl; calls as there; cell count; measured here: cell count, cytotoxicity flag
MT stabilizer Hoechst-high %: recorded beside MT stabilizer, whose call it bears; % Hoechst-high responders; measured here: nuclear condensation Hoechst responders;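 share of cells brighter than vehicle mean plus two SD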
MT stabilizer cytotoxicity %: second read-out of MT stabilizer, no call of its own (marks repeat the call); toxicity, %; measured here: cytotoxicity by cell density;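 0% = mean cell density of plate MIN control wells and 100% = no cells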
Autophagy HCS cell loss 18 h: further read-out of Autophagy HCS, marked with its call; toxicity, %; measured here: cell loss, nuclei count;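 cell loss after 18 h compound exposure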
The depositor's hits bear a star; i = inactive; · = not tested or not shown; [ ] = remark or other dose.

SMILES	CSM14.1 death rescue	Dynein transport	Dynein transport cytoplasmic EGFP	Dynein transport nuclear GR-EGFP	Dynein transport cell count	K1F lysis inhibition	Autophagy HCS	Autophagy HCS cell loss 18 h	MT stabilizer	MT stabilizer Hoechst-high %	MT stabilizer cytotoxicity %	b-catenin transl	b-catenin transl cell count 5 µM	M1AAP inhibition	M17LAP inhibition	Insulin prom up	Insulin prom up cell count
COc1ccc(CNC(NC(=O)c2ccccc2)(C(F)(F)F)C(F)(F)F)cc1	-0.2%	-0.58	-0.12	-0.55	0.67	1.4%	i	-13	1.9	4.2	1.2	-2.2	1135	5%	9%	-0.2	1524
O=C(Nc1nccs1)c1cccc(NC(=O)C(F)(F)F)c1	·	-0.013	-0.093	0.41	0.75	0.1%	·	·	·	·	·	1.8	1221	-8%	-9%	0.25	959
COc1ccccc1-n1cnnc1SCC(=O)NCC1CCCO1 (stereo unspecified)	0.1%	0.25	0.49	1	-1.5	-1.1%	i	4	1.7	1.4	11	-1.2	1115	5%	0%	0.17	1167
COc1ccc(O/C(=N\S(=O)(=O)c2ccccc2)c2ccccc2)cc1	1.0%	0.18	-0.21	-0.23	0.33	-0.2%	i	26	2.0	1.1	4.6	-1.3	1080	8%	4%	0.09	1866
Cc1ccc2[nH]c(=O)c(CN(CCO)C(=O)NCc3ccccc3)cc2c1	3.9%	·	·	·	·	0.5%	·	·	·	·	·	-4.3	1187	4%	-11%	-0.43	1185
CCC(=O)Nc1cccc(-n2nnnc2SCC(=O)N(C(C)C)C(C)C)c1	-0.4%	-0.56	-0.18	-0.31	0.1	-0.3%	i	-13	3.1	1.6	2.6	-1.5	1053	-1%	-9%	·	·
CS(=O)(=O)N(CC(=O)N1CCCCC1)c1sc2c(c1C#N)CCCC2	·	-0.25	-0.18	0.036	-0.065	2.0%	i	2	2.0	2.4	8.8	·	·	-2%	2%	·	·
CO/N=C(\Cn1ncc(N2CCOCC2)c(Br)c1=O)c1ccc(Cl)cc1	-0.9%	0.22	-0.3	0.21	0.15	-0.2%	i	22	3.6	2.5	2.7	0.4	969	-8%	-1%	1.2	1457
COC(=O)CCC(=O)NC(=S)Nc1cc(Cl)ccc1Cl	-1.1%	-0.44	-0.2	0.15	0.56	-0.2%	i	-27	2.0	2.4	7.6	0.0	1321	8%	12%	0.11	1488
Cc1cc(Oc2ccc(Br)cc2)nc(SCC(=O)c2ccccc2)n1	-0.7%	-0.13	0.95	-0.22	0.016	-2.4%	i	2	2.6	2.2	7.1	-2.3	1125	-2%	7%	-0.17	1554
Cc1ccc(-c2nnn(CC(=O)N(CCO)C(C(=O)NC(C)(C)C)c3ccncc3)n2)cc1 (stereo unspecified)	-0.7%	1.5	-0.2	0.41	-0.65	4.2%	i	8	0.5	1.4	5.5	0.4	1146	7%	-2%	-0.54	1332
COc1ccc(-c2c3c(nc4sc5c(Cl)nc(C)nc5c24)CCC3)cc1	-0.8%	0.38	-0.089	0.41	0.85	-0.2%	i	1	1.3	1.8	8.9	·	·	6%	-5%	-0.5	839
Cc1cccc(C)c1NC(=O)C(c1ccccc1)N1CCOCC1 (stereo unspecified)	-2.7%	-0.3	-0.2	0.13	-0.37	0.6%	i	-11	3.7	2.2	2.8	·	·	-4%	-2%	·	·
O=C(Cn1nc(Cc2cccnc2)c2ccccc2c1=O)NCC1COc2ccccc2O1 (stereo unspecified)	0.4%	-0.68	-0.14	-0.19	0.26	2.8%	i	4	2.0	4.4	9.9	-6.5	1172	-1%	36%	0	1014
CC1CN(CC(O)COC2CCC(C(C)(C)C)CC2)CC(C)O1 (stereo unspecified)	6.2%	0.33	-0.27	0.44	0.1	-0.1%	i	5	3.7	2.2	1.4	0.1	1090	0%	-4%	0.25	1211
CN(C)c1ccc(/C=N/NC(=O)c2ccccn2)cc1	·	-0.34	-0.16	0.2	0.43	-1.5%	·	·	·	·	·	0.1	1278	16%	20%	0.31	1127
Cc1ccccc1C(=O)Nc1ccc(N2CCN(C)CC2)nc1	·	-1.6	-0.087	-0.68	0.8	0.1%	i	14	2.3	1.4	4.9	-1.9	1061	-2%	-1%	0.67	1170
CCn1c(C(C)NC(=O)c2cccs2)n[nH]c1=S (stereo unspecified)	-3.1%	0.87	-0.24	0.49	-0.72	0.8%[50 µM]	i	27	3.7	2.3	5.8	-2.8	569	-4%	5%	0.76	1248
COc1ccc(Cl)cc1-c1nc(SCC(=O)NC(C)C)n[nH]1	0.6%	-1.8	-0.2	-1.1	1.2	-0.4%	i	-7	1.7	1.3	0.7	-1.1	998	1%	1%	0.01	1318
O=C(O)CC(NCc1ccco1)C(=O)OCCc1ccccc1 (stereo unspecified)	-0.6%	0.51	-0.27	0.7	-0.43	0.6%	i	-5	5.7	2.3	2.9	·	·	-6%	1%	·	·
COC(=O)CSc1nnc(CNC(=O)c2ccc(S(=O)(=O)N3CCCCC3)cc2)n1C	-1.0%	-0.23	-0.22	0.19	-0.27	6.0%	i	-4	3.9	2.4	3.9	2.0	773	1%	8%	0.86	1373
Nc1nc(-c2ccc(Cl)cc2)nc(-c2ccc(Cl)cc2)n1	·	-0.67	-0.25	0.054	-0.28	0.2%	·	·	·	·	·	-1.2	1390	-2%	8%	-0.11	1038
CC(C)(C)C(=O)C[n+]1ccc(C(N)=O)cc1	0.1%	0.37	-0.12	0.4	-0.055	0.8%[50 µM]	i	1	2.5	2.4	2.1	-1.0	1114	2%	-3%	-0.22	1596
c1ccc2c(c1)OCCOCCOc1ccccc1OCCOCCO2	-0.5%	1.7	-0.1	0.87	-1.3	3.0%[50 µM]	i	6	3.9	2.3	0.2	·	·	-5%	2%	-0.26	1146
CN1CCC(OC(=O)c2ccco2)CC1	-1.8%	1	-0.052	0.63	-0.83	0.3%	i	2	1.0	1.4	4.8	-0.5	1069	-6%	-1%	0.65	1477
COC(=O)c1ccc(COn2c(=O)c(C)[n+]([O-])c3ccccc32)cc1	0.2%	-0.63	-0.24	-0.48	0.18	2.4%	i	5	2.7	1.8	7.3	-2.3	960	10%	-6%	-0.49	1374
COc1ccc(-c2nnn(CC(=O)N(CC(=O)NCCC(C)C)Cc3cccs3)n2)cc1OC	2.1%	-0.26	-0.12	0.29	-0.69	3.5%	i	2	4.2	2.4	11	-2.9	1388	14%	2%	-0.55	1583
Cn1c(=O)c2c(SCC(=O)NCc3ccco3)nc(CC(C)(C)C)nc2n(C)c1=O	-0.8%	0.076	-0.066	0.36	-0.32	-1.4%	i	7	6.1	7.0	4.6	·	·	8%	8%	0.67	998
CC(C)C(=O)N(c1cc2sc(=O)oc2c2ccccc12)S(=O)(=O)c1cccs1	-2.9%	0.029	-0.17	0.15	0.075	0.0%	i	-4	1.2	1.5	9.0	-1.5	1206	23%*	3%	·	·
CCN(Cc1cnn(C)c1)C(=O)c1cc(COc2ccc(F)cc2F)on1	·	-0.19	-0.73	-0.31	-0.56	0.1%	·	·	·	·	·	0.5	1276	·	·	0.06	825
CC(=O)NCCNc1ccc([N+](=O)[O-])cn1	-2.6%	-1.4	0.1	-0.98	0.89	2.3%	i	-2	2.2	3.0	3.2	·	·	13%	34%	0.04	1373
Cc1cc(NC(=O)c2ccc(S(=O)(=O)N(C)CC3CCCO3)cc2)no1 (stereo unspecified)	-0.6%	-0.72	-0.31	-0.45	1.3	0.3%	i	-5	0.9	2.3	4.8	1.9	1066	9%	1%	-0.5	1074
N#CCSc1nnc(C2CCCCC2)n1Cc1ccccc1	-0.3%	0.2	-0.22	0.27	0.038	1.9%	i	-8	2.5	2.9	12	-6.9	895	3%	0%	-0.7	1363
CCN(C(=O)c1ccc2c(Cl)c3c(nc2c1)CCC3)c1ccc(C)c(C)c1	-4.2%	-1.8	-0.016	-0.56	1.1	0.8%	i	-31	3.1	1.5	2.3	2.6	574	0%	17%	-1.1	1214
Cc1ccc(/C=N\NC(=O)Cn2nnc3ccccc32)o1	4.6%	-0.17	-0.16	0.15	1.7	0.0%	i	-27	2.2	1.5	3.0	·	·	4%	38%	0.2	911
CN(C)c1ccc(C(CNS(=O)(=O)c2ccc3ccccc3c2)c2c[nH]c3ccccc23)cc1 (stereo unspecified)	3.2%	-0.55	-0.27	-0.4	0.38	2.4%[50 µM]	i	-1	3.0	2.0	14	-0.8	1024	4%	-16%	·	·
CCOC(=O)N1CCc2c(sc(NC(C)=O)c2C(N)=O)C1	·	0.95	-0.055	0.82	-0.58	0.8%	i	9	4.1	2.9	1.0	·	·	·	·	·	·
O=C(NNS(=O)(=O)c1ccc(F)cc1)C1CC(c2cccnc2)=NO1 (stereo unspecified)	-0.6%	1.2	-0.25	0.51	-1.6	0.1%	i	32	3.5	2.0	12	0.5	1102	9%	18%	2.8	1061
